CD11b adhes inh = blocks human CD11b/CD18 adhesion to fibrinogen; K562 CD11b/CD18 adhesion to fibrinogen, ATPlite luminescence; Mn2+ added to activate the integrin; P05107+P11215; inhibition, % at 10 µM; 0.54% of 93,000 active;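 active means primary inhibition of 50% or more at 10 µM, then 40% or more on retest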; further: some results filed as inactive read as strong as hits
Target sequence (P05107 whole entry, looked up, other chains not shown): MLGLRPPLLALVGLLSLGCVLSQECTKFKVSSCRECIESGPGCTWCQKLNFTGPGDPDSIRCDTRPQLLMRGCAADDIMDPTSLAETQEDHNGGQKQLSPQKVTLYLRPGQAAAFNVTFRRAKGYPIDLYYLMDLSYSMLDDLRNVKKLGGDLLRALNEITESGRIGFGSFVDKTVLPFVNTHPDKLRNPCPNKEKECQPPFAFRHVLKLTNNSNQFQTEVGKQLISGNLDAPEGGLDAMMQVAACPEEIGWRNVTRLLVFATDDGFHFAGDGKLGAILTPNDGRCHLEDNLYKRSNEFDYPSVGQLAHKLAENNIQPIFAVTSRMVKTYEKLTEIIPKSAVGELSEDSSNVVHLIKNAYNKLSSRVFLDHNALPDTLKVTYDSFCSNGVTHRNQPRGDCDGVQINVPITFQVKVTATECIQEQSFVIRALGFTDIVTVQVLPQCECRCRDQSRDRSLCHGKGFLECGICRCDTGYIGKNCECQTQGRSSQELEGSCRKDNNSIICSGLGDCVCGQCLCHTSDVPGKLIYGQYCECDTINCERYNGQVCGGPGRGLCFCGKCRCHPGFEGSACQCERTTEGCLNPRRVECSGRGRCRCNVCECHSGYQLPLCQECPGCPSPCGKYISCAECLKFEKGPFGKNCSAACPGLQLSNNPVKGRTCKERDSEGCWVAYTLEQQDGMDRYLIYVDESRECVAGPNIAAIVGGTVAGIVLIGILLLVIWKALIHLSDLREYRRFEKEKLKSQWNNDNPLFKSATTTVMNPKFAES
Mac1 fbg enh = increases human CD11b/CD18 adhesion to fibrinogen; K562 CD11b/CD18 adhesion to fibrinogen, ATPlite luminescence; activation, % at 10 µM; P05107+P11215; 0.07% of 93,000 active;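 active means 10 µM primary screen giving 50% or more activity, confirmed by 40% or more on retest at that dose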; further: strong numbers were not always called active
ERa coact pot = enhances coactivator binding to human estrogen receptor alpha | TR-FRET ERalpha-LBD/SRC-Cy5 coactivator binding, 2 h; 100 = basal binding, no effect | 1.3% of 86,000 active | P03372 | coactivator binding (% of control), % at 25.6 µM; in the data active means activity above about 200%;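 further: binding measured in presence of low estradiol as agonist stimulus; 0% = peptide alone without receptor and 100% = receptor with peptide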
H69AR inhibit = blocks growth of human H69AR lung tumor cells; H69AR lung tumor viability, ATP luminescence, 72 h; active compounds read low; viability, % at 10 µM; 6% of 85,000 active; AID 598;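 active means viability at or below 40%; inactive means viability above 40%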;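 further: multidrug resistant small cell line overexpressing MRP-1 efflux transporter; 100% = mean luminescence of untreated control wells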
CYP2C19 act = increases human CYP2C19 enzyme activity | P33261 | recombinant CYP2C19, luciferin-H EGE luminescence; active compounds read high; 0 = fully inhibited enzyme, 1 = untreated enzyme | activation factor at 5 µM | 96,000 tested, under 10 active;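 active means activation factor of at least 2 at 5 µM in the primary screen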;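 further: 0 = wells with 2.5 mM tranylcypromine and 1 = vehicle-only wells; values of inactives mirror those of a sister screen read the other way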
ERa coact inh = blocks coactivator binding to human estrogen receptor alpha | P03372 | TR-FRET ER-alpha LBD / SRC-1 peptide, estradiol-bound | inhibition, % at 25.6 µM | 1.7% of 86,000 active; in the data active means inhibition above about 50%;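 further: 0% = receptor plus peptide control and 100% = peptide only without receptor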
Lung fibro prol = blocks proliferation of human lung fibroblasts. LL 47 human lung fibroblast viability, ATP luminescence; active compounds read low. viability, % at 10 µM. 1.1% of 85,000 active;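 active means viability at or below 50% in the single dose screen; inactive means viability above 50%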;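 further: compound exposure lasted 72 h before the ATP readout; 100% = median luminescence of untreated cell-only wells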
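material = human LL 47 lung fibroblast cells | dosing = compounds added from tenfold dosing solution, 0.1% DMSO final | timing = overnight cell rest, 72 h compound treatment at 37 °C | measured by = CellTiter-Glo luminescence measuring cellular ATP | evaluation = % viability versus median cells-only luminescence | control set = cell-only wells, no compound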
HUVEC inhibit = human endothelial cell proliferation inhibition | HUVEC proliferation, CellTiter-Glo luminescence, 72 h; active compounds read low | viability, % at 10 µM (by protocol) | 1.1% of 86,000 active;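 active means viability at or below 30%; inactive means viability above 30%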;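 further: 100% = median luminescence of DMSO-only cell control wells on each plate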
CYP2C19 inh = blocks human cytochrome P450 2C19; P33261; CYP2C19 Supersomes, luciferin-H EGE luminescence, 30 min; inhibition, % at 5 µM; 21% of 96,000 active;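 active means CYP2C19 inhibition above a set limit at 5 µM in the primary screen, cut at about 50% in these data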;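 further: plate controls were negative control wells for no effect and 2.5 mM tranylcypromine positive control for full effect; values of inactives mirror those of a sister screen read the other way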
Numbers without * were called inactive; / = not tested or not shown; [ ] = another dose, or the depositor's remark.

#	SMILES	CD11b adhes inh	Mac1 fbg enh	ERa coact pot	H69AR inhibit	CYP2C19 act	ERa coact inh	Lung fibro prol	HUVEC inhibit	CYP2C19 inh
1	CC(=O)Nc1c(C(=O)N2CCOCC2)sc2nc3c(cc12)COC(C)(C)C3	-1	-4	123	99	1	-7	97	95	1
2	COc1ccc(OC)c(NC(=O)C2C3CC4OC(=O)C2C4C3)c1 (stereo not drawn)	/	/	97	96	/	-1	97	94	/
3	CCN(CC)C(=O)CSc1nnc([C@@H](NC(=O)OC(C)(C)C)C(C)C)o1	-11	1	122	97	0.9	6[fluorescence artefact?]	97	98	6
4	Cc1cc(C)c2c(=O)[nH]n(C3CC(C)N(C)CC3C)c2n1 (stereo not drawn)	-11	-2	104	83	1	-14	101	89	2
5	Cc1nnc(Sc2c(N)n(C)c(=O)[nH]c2=O)s1	-6	-3	/	/	1.1	/	/	/	-8
6	Nc1nc2c(s1)C(=O)CC(c1ccccc1)C2 (stereo not drawn)	-1	-4	90	102	0.7	2[fluorescence artefact?]	104	103	31
7	Cc1ccc(CNC(=O)CCNC(=O)Cn2ccc3ccccc3c2=O)o1	8	-2	100	95	1	-13	98	93	-1
8	CCOC(=O)C1CCCN(C(=O)c2sc3nc(C)nc(N(CC)CC)c3c2C)C1 (stereo not drawn)	/	/	107	94	/	-12	113	109	/
9	COc1ccccc1NC(=O)Cc1noc(CSc2nnc(N)s2)n1	-14	6	94	92	0.5	0	99	99	48
10	O=C(NCc1ccccc1)c1cc2ccccc2o1	11	-3	103	80	0.5	9[fluorescence artefact?]	109	106	46
11	OCC#CCSc1nnc(-c2ccc(Br)cc2)o1	-26	0	107	71	0.4	1	95	85	60*
12	O=C(Nc1ccc2ccccc2c1)c1cccnc1	-19	0	102	91	0.8	3	104	86	17
13	O=C(CSCc1ccccn1)Nc1ccccc1	0	4	119	101	0.7	-7	99	108	34
14	Cc1[nH]n(-c2cccc3ccccc23)c(=O)c1/C=N/c1sc2c(c1C#N)CCC2	100*	-13	/	/	1	/	/	/	-4
15	Cn1c(=O)c2c(SCc3ccccc3)nc(-c3ccco3)nc2n(C)c1=O	-39	-5	105	51	1	8	63	67	-1
16	O=C(NNC(=S)NC(=O)C12CC3CC(CC(C3)C1)C2)c1ccncc1	28	2	/	/	0.3	/	/	/	67*
17	COC(=O)c1cc(OC)c(OC)cc1NC(=O)C(C)Sc1ccc(C)cc1 (stereo not drawn)	9	3	/	/	0.6	/	/	/	40
18	CCn1c(=O)n(CCc2ccccc2)c(=O)c2c3c(sc21)CCCC3	-12	2	115	65	1	-3[fluorescence artefact?]	91	102	-2
19	O=C(NCc1ccco1)C1CCN(S(=O)(=O)c2ccc(-n3cnnn3)cc2)CC1	8	-2	120	99	0.9	-22	97	95	14
20	Cc1nc2ccc(NC(=O)NCc3ccco3)cc2s1	-18	1	106	98	0.9	0	107	100	9
21	CCOC(=O)Cc1nnc2c(Nc3ccc(Cl)cc3)nc3nonc3n12	100	-14	121	14*	1	1	71	38	2
22	O=C(NCC(=O)N(Cc1ccccc1)C(C(=O)NCC1CCCO1)c1ccccc1)c1cccs1 (stereo not drawn)	-5	0	/	/	0.9	/	/	/	6
23	COc1ccc(S(=O)(=O)N2CCC(NC(=O)OCc3c(Cl)cccc3Cl)CC2)cc1	5	2	/	/	1.1	/	/	/	-6
24	O=C(NCc1ccncc1)c1c(F)c(F)c(F)c(F)c1F	-4	-5	117	93	0.8	-8	107	120	24
25	CN(C)CCNC(=O)c1cc2c(=O)n(C)c3ccccc3c2n1C	-10	-2	161	81	1	27	92	84	3
26	O=C(Cn1cnc2c(nnn2Cc2ccccc2)c1=O)c1ccccc1	/	/	104	97	/	-3	104	98	/
27	O=C(c1ccco1)N1CCN(c2nc(C3CC3)nc3sc4c(c23)CCCC4)CC1	22	1	88	85	0.6	-1	113	86	36
28	O=C(NCC(c1cccnc1)N1CCOCC1)c1cccc(Cl)c1 (stereo not drawn)	/	/	109	104	0.9	-11	97	100	7
29	Cc1ccc(C(=O)CSc2n[nH]c(C)n2)cc1	-8	-2	57	95	0.5	-17	98	90	52*
30	Cc1ccc(N(CCCCN2C(=O)c3ccccc3C2=O)C(=O)c2cccc([N+](=O)[O-])c2)cc1	1	-3	/	/	0.4	/	/	/	64*
31	COc1ccc2c(c1)c1c3n2CCN(C)C3=NCC1	-33	4	102	86	1	-3	110	92	-3
32	CC(=O)c1sc(NC(=O)c2c(F)cccc2F)nc1C	1	-1	96	103	1	-1	112	91	-4
33	Cc1nn(C)c(C)c1NS(=O)(=O)c1ccccc1	-17	-4	130	100	0.7	-1	100	100	27
34	C=CCc1ccc(OCC(O)CO)c(OC)c1 (stereo not drawn)	-8	-1	116	102	1.1	0[fluorescence artefact?]	98	87	-10
35	O=C(O)CCc1ccc(-c2ccccc2)o1	/	/	85	102	0.9	1	99	102	10
36	NC(=O)C1CCCN(C(=O)c2ccc(Cl)cc2)C1 (stereo not drawn)	-6	0	104	92	1	0	100	94	-2
37	CN1C(=O)CC(c2ccco2)Sc2ccccc21 (stereo not drawn)	-14	0	89	92	0.7	23	88	66	33
38	CCNC(=O)CC1C(=O)N(c2ccc(F)cc2)C(=O)N1Cc1ccccn1 (stereo not drawn)	-14	-1	/	/	0.9	/	/	/	6
39	C=CCNCCCCOc1ccc(OCC)cc1	-2	-1	96	84	1	5	100	103	1
40	Cc1cc(NC(=O)COC(=O)C(Cc2ccccc2)NC(=O)c2ccco2)no1 (stereo not drawn)	2	0	74	92	1	9	90	97	4
41	COC(=O)C(Cc1ccc(OC(=O)c2ccccc2Cl)cc1)N1Cc2ccccc2C1=O (stereo not drawn)	20	-6	/	/	0.8	/	/	/	20
42	COn1c(SCc2cccc(Cl)c2)nc2ccccc2c1=O	/	/	82	105	0.7	-5	94	107	30
43	C=CCNC(=S)NNC(=O)c1csc(C)c1CC	7	-3	/	/	0.5	/	/	/	45
44	Nc1ccccc1NC(=O)c1ccccc1	18	-2	112	64	1.1	-16	76	79	-11
45	O=C(COC(=O)c1ccccc1C(=O)c1ccc(Cl)c([N+](=O)[O-])c1)NC1CCCCCC1	21	-2	/	/	0.6	/	/	/	39
46	CC(C)(C)NC(=O)COc1ccc(-c2ccccc2)cc1	4	-4	/	/	0.9	/	/	/	10
47	CC(C)NC(=O)C1CCCN(c2nnc(-n3cccc3)s2)C1 (stereo not drawn)	-1	4	125	89	0.5	-5	97	102	53*
48	O=C(NCCN1CCN(C(=O)Nc2ccccc2)CC1)Nc1ccccc1	-2	2	100	86	1.2	3	104	107	-16
49	O=C(c1ccco1)N1CCN(S(=O)(=O)c2ccc(Oc3ccccc3)cc2)CC1	8	0	61	93	0.5	-7	104	116	54*
50	CC(=O)N1CCCc2cc(S(=O)(=O)CCC(=O)N3CCN(c4ccccc4)CC3)ccc21	-7	-1	94	87	0.7	5[fluorescence artefact?]	95	100	29
51	O=C(Oc1ccc2ccc(OC(=O)N3CCOCC3)cc2c1)N1CCOCC1	-2	-1	94[fluorescence artefact?]	82	1	-5	101	99	-5
52	CCOC(=O)N1CCN(c2nc(C)cc(C(F)(F)F)n2)CC1	-20	6	110	89	0.3	-9	101	89	66*
53	CCOC(=O)c1c(-c2ccc(OC)cc2)nc2nonc2c1N	/	/	114	87	/	3	99	81	/
54	Cn1ccnc1SCC(=O)Nc1cc(C(F)(F)F)ccc1N1CCOCC1	-5	-1	/	/	0.7	/	/	/	31
55	Cc1ccc(OCCn2c(C)c(/C=N/n3cnnc3)c3ccccc32)cc1	-14	1	/	/	0.1	/	/	/	86*
56	CN1C(=O)N(C)C2CC1N(C)C(=O)N2C	-5	1	104	100	1.1	-1	89	92	-14
57	CCOC(=O)c1c(C)[nH]c(C(=O)COC(=O)c2cn(CC)c3nc(C)ccc3c2=O)c1C	-23	-5	101	112	0.7	-6	98	88	31
58	O=C(NCCc1ccccc1)C1CCCN1S(=O)(=O)c1ccc(F)cc1 (stereo not drawn)	/	/	103	87	/	29	95	95	/
59	CC(C)C(c1nnnn1Cc1ccccc1)N(CCCO)Cc1cc2cc3c(cc2[nH]c1=O)OCO3 (stereo not drawn)	-4	-1	98	58	0.7	2	94	79	34
60	CCC(C)c1ccc(O)c(N)c1 (stereo not drawn)	-18	-2	116	83	1.2	-2	90	86	-22
61	COc1ccc(OC)c(C(c2nnnn2C(C)(C)C)N2CCc3ccccc3C2)c1 (stereo not drawn)	-6	-6	84	91	0.1	-6	89	108	95*
62	C/C(=C\C(=O)N1CCc2ccccc21)C(=O)O	0	-1	/	/	1.1	/	/	/	-5

Given with two lines to a compound: six of the compounds above.
Every second line gives: CD11b adhes inh | Mac1 fbg enh | ERa coact pot | H69AR inhibit | CYP2C19 act | ERa coact inh | Lung fibro prol | HUVEC inhibit | CYP2C19 inh
#58 O=C(NCCc1ccccc1)C1CCCN1S(=O)(=O)c1ccc(F)cc1 (stereo not drawn)
    / | / | 103 | 87 | / | 29 | 95 | 95 | /
#57 CCOC(=O)c1c(C)[nH]c(C(=O)COC(=O)c2cn(CC)c3nc(C)ccc3c2=O)c1C
    -23 | -5 | 101 | 112 | 0.7 | -6 | 98 | 88 | 31
#59 CC(C)C(c1nnnn1Cc1ccccc1)N(CCCO)Cc1cc2cc3c(cc2[nH]c1=O)OCO3 (stereo not drawn)
    -4 | -1 | 98 | 58 | 0.7 | 2 | 94 | 79 | 34
#51 O=C(Oc1ccc2ccc(OC(=O)N3CCOCC3)cc2c1)N1CCOCC1
    -2 | -1 | 94[fluorescence artefact?] | 82 | 1 | -5 | 101 | 99 | -5
#61 COc1ccc(OC)c(C(c2nnnn2C(C)(C)C)N2CCc3ccccc3C2)c1 (stereo not drawn)
    -6 | -6 | 84 | 91 | 0.1 | -6 | 89 | 108 | 95*
#52 CCOC(=O)N1CCN(c2nc(C)cc(C(F)(F)F)n2)CC1
    -20 | 6 | 110 | 89 | 0.3 | -9 | 101 | 89 | 66*

Not a hit list, and some 26% of all compounds hit somewhere here.
